# Compound activity from PubChem BioAssay.
# KKLEB tox: cytotoxicity in KKLEB CF airway cells, primary screen, cytotoxicity control for CF NF-kB inhibitor project, cell-based, uHTS, fluorescence assay plates; KKLEB CF airway cells viability, ATPlite luminescence, overnight; active compounds read low; cells stimulated with P. aeruginosa culture filtrate; activity change (cytotoxicity), % at 5 µM; actives 0.36% (n = 360,000); AID 602141, 2011;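 active = corrected activity change at or below -50% at 5 µM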
# TROY signal inh: inhibitors of TROY-driven NF-kB signaling, primary screen, Q293 LMP1-TROYcd cells, NF-kB luciferase, uHTS | Q293 LMP1-TROYcd NF-kB luciferase reporter, 4 h | inhibition, % at 10 µM | actives 0.98% (n = 360,000) | AID 1347056, 2019;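 active = compounds whose plate-normalised and pattern-corrected inhibition of the luciferase reporter signal at the single screening dose is 50% or more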
# C8 TRAIL sens: viability loss with TRAIL in NB7+C8 cells, primary screen, TRAIL sensitizer project, cell-based, ATPlite luminescence. actives 1% (n = 360,000). inhibition (viability loss, TRAIL sensitization), % at 10 µM;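 active = compounds causing at least 50% loss of cell viability in the single-dose screen, relative to plate controls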
# TRPM1 prom inh: inhibitors of MITF-dependent TRPM1 promoter reporter, primary screen, cell-based, SK-MEL-5, single point, luciferase | actives 0.83% (n = 330,000) | inhibition, % at 12.5 µM | SK-MEL-5 TRPM1 promoter luciferase, 24 h | AID 488899, 2010;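 active = mean inhibition across replicates of 60% or more, whatever share of single replicates reaches that level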; note: values of inactives mirror those of a sister screen read the other way
# CF NFkB inh: inhibitors of PAF-induced NF-kB signaling, primary screen, cell-based, GFP fluorescence, uHTS | KKLEB NF-kB-GFP reporter, GFP fluorescence overnight | inhibition, % at 5 µM | actives 0.86% (n = 360,000);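 active = at least 50% inhibition at 5 µM, scaled per plate between neutral and stimulator controls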;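 note: PAF is a Pseudomonas aeruginosa culture filtrate used as stimulus; plate controls were PAF-stimulated DMSO wells for no effect and unstimulated DMSO wells for full effect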
# Shn3 inh set2: reduction of Shn3 3'UTR firefly luciferase signal, primary screen, Schnurri-3 inhibitor project, cell-based, Clone20 osteoblasts, set 2; Clone20 osteoblast Shn3 3'UTR firefly luciferase, 24 h; inhibition, % at 12.5 µM; actives 0.52% (n = 360,000); AID 588674, 2011;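 active = mean inhibition of at least 75% with every replicate also reaching 75%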;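 note: 0% = median of neutral control wells and 100% = pilot-screen positive control compound; some compounds past the cut are filed as inactive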
# Peg3 promoter: Peg3 promoter-driven luciferase inhibitors, primary screen, cell-based, HeLa, luciferase luminescence; HeLa PEG-Prom luciferase reporter, overnight; inhibition, % at 20 µM; actives 1.7% (n = 360,000);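 active = inhibition of at least 50% at 20 µM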
# NR2E3 ag-1: NR2E3 agonists in two-hybrid cells, primary screen, cell-based, luminescence, CHO-S, Gal4-NCOR/VP16-NR2E3; Photoreceptor-specific nuclear receptor (Homo sapiens), Q9Y5X4; AID 602229, 2012; actives 0.35% (n = 360,000); luciferase; inhibition of corepressor binding, % at 3.98 µM;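 active = inhibition above the mean of all tested compounds plus 3 SD, cut at about 70% in these data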;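 note: 0% = DMSO with NR2E3 transfected cells and 100% = cells lacking NR2E3 construct; higher means lower luciferase signal from less NR2E3 corepressor binding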
# Target sequence (Q9Y5X4 whole entry, looked up, the tested form may be a part): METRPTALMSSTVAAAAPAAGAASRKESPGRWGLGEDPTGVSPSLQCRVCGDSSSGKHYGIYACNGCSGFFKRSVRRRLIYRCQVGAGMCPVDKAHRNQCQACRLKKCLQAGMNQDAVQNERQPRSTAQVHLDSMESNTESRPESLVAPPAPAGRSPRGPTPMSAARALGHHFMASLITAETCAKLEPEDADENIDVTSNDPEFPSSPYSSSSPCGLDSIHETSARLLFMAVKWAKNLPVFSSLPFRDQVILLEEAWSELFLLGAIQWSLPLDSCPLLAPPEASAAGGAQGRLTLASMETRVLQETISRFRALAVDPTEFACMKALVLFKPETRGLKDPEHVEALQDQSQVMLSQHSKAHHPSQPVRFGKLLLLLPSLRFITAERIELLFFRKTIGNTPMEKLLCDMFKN
# TWEAK-Fn14 inh: inhibitors of TWEAK-Fn14 signaling, primary screen, luciferase reporter cells, uHTS | TWEAK-stimulated Fn14 reporter cells, luciferase luminescence, 8 h | inhibition, % at 10 µM | actives 2% (n = 360,000) | AID 1159606, 2016; in the data active = inhibition above about 50%
# NR2E3 ag-2: inhibitors of NR2E3-RetCOR corepressor binding, primary screen, NR2E3 agonist project, biochemical, TR-FRET, GST-NR2E3, biotin-RetCOR. AID 2300, 2010. 1536-well. Photoreceptor-specific nuclear receptor (Homo sapiens), Q9Y5X4. actives 0.12% (n = 320,000). inhibition of corepressor binding, % at 4.78 µM;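 active = percent inhibition above the cutoff of mean plus 3 SD of all tested compounds, set per screening campaign, cut at about 20% in these data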;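 note: 0% = DMSO wells and 100% = biotin wells as full block of FRET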
#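 System: GST-NR2E3 and biotin-RetCOR proteins; probe or stimulus: 7 nM biotin-RetCOR; doses: compound at 4.8 µM, single dose; schedule: Compound–protein incubation for 5 h at 4 °C; detection: time-resolved FRET; read-out: percent inhibition; controls: biotin wells as high control, 0.6% DMSO wells as low control; format: 1536-well plates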
# HIF-2a inh: HIF-2a reporter inhibitors, primary screen, luminescence, 786-0 RCC cells. 786-0 RCC cells HIF-2a reporter, luciferase luminescence, overnight. actives 0.72% (n = 360,000). inhibition, % at 18.8 µM;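 active = inhibition of the luminescence signal of 40% or more relative to plate controls, in a single-dose primary screen at 18.75 µM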
# The depositor's hits bear a star; / = not tested or not shown. This is a subset (hit frequency here may not be typical).
SMILES,KKLEB tox,TROY signal inh,C8 TRAIL sens,TRPM1 prom inh,CF NFkB inh,Shn3 inh set2,Peg3 promoter,NR2E3 ag-1,TWEAK-Fn14 inh,NR2E3 ag-2,HIF-2a inh
NC1=NN=C(N2N=C(c3ccccc3)CC2(O)C(F)(F)F)n2ncnc2C1 (stereo not drawn),0,21,3,2,-20,-3,7,28,15,0,9
O=C(Nc1ccc(S(=O)(=O)NCc2ccco2)cc1)c1ccncc1,1,24,7,20,2,26,10,-1,-10,-3,6
CCN1CCN(c2c(Cl)cccc2NC(=O)c2ccc3c(c2)OCCO3)CC1,0,-8,4,0,-5,27,-1,-8,22,-3,-10
O=[N+]([O-])c1ccc(C2CCCC/C2=N/OCc2ccc(F)cc2)c([N+](=O)[O-])c1 (stereo not drawn),-12,-20,-2,5,13,17,26,-29,-16,3,8
O=C(NC1CC(=O)N(c2ccc(F)cc2)C1)C(=O)c1c[nH]c2ccccc12 (stereo not drawn),-13,18,9,19,0,3,7,-5,-4,-1,26
CC1CCN(c2cc(N)c(Cl)cc2[N+](=O)[O-])CC1,-4,-18,28,-19,-8,2,-82,-38,-24,3,-114
COCCN(C(=O)CCC(=O)Nc1ccccn1)C(C(=O)NCCC(C)C)c1ccc(C)cc1 (stereo not drawn),-25,-25,7,/,2,-11,8,-4,-7,4,2
Cc1cc(-c2cccs2)n[nH]1,-6,-2,11,-2,2,-17,-7,-5,-23,2,-18
COc1ccc(/C(C)=N\NS(C)(=O)=O)c(OC)c1,4,-4,-3,2,5,-23,18,-3,-3,0,19
COCCCNC(=S)N/N=C/c1ccccc1O,20,-16,7,-5,-25,0,-114,74*,-12,3,-122
COc1cc(NC(=O)Cn2ncc(Cl)c(Cl)c2=O)c(C)cc1[N+](=O)[O-],-37,68*,93*,103*,93*,97*,98*,24,98*,/,93*
CCCC(=O)Nc1nnc(-c2ccco2)s1,10,-10,6,-61,2,-40,-135,-11,4,-1,-126
O=C(Cc1ccc([N+](=O)[O-])cc1)NCC1CCCO1 (stereo not drawn),6,8,-8,3,-15,-30,2,-9,7,3,13
O=C(OCC(=O)N1CCN(S(=O)(=O)c2ccc(Cl)cc2)CC1)c1ccc([N+](=O)[O-])o1,-5,7,-2,20,-6,-3,19,-20,1,0,6
CCC1Sc2ccccc2N(CC(=O)NCc2ccc3c(c2)OCO3)C1=O (stereo not drawn),-2,-7,-16,-5,-16,-7,-1,-22,2,-2,-39
COc1ccc(S(=O)(=O)NC(=O)C2(C)CCN2C(=O)Cc2ccc(-c3ccccc3)cc2)cc1 (stereo not drawn),-3,6,-1,/,-16,-6,-1,-17,13,/,7
Cc1ccc[n+](CC(=O)N2CCCCC2)c1C,4,7,-8,9,14,-10,7,-11,23,-1,19
CCN(CC(=O)NC1CCS(=O)(=O)C1)C(=O)c1ccc(S(=O)(=O)N(CC)CC)cc1 (stereo not drawn),7,1,-10,-1,0,-7,2,0,2,5,10
Cc1cc(Sc2nc(NC(C)C)nc(NC(C)C)n2)nc(Cl)n1,-17,-18,17,-7,4,4,7,-9,6,1,6
Cc1ccc2c(C)c(C(=O)N3CCN(c4ncccn4)CC3)oc2c1C,-15,8,-17,7,23,-22,13,16,1,/,-23
O=C(CCn1nnc2ccccc21)NNC(=O)C1CCCCC1,-13,8,-3,-5,3,-1,12,1,-7,0,13
COC(=O)[C@@H](Cc1ccc(O)cc1)NC(=O)[C@H]1CCC(=O)N1C(=O)OCc1ccccc1,16,-4,0,-2,-1,8,-3,16,-1,-2,-7
CSc1nc(NS(=O)(=O)c2cc(C)c(Cl)cc2Cl)nn1C,-6,8,-1,-9,-25,12,11,-24,0,1,12
Cc1noc(C)c1S(=O)(=O)N(CC(=O)Nc1ccc2c(c1)OCO2)c1ccc(C(C)C)cc1,-2,6,6,3,2,64,7,-6,-16,6,9
Cc1cccc(NC(=O)c2cc([N+](=O)[O-])ccc2NC2CCCCC2)c1,-15,13,0,16,24,-12,11,5,-12,1,25

# Rewritten with two lines to a compound: 3 of the compounds above.
# Values in the order: KKLEB tox	TROY signal inh	C8 TRAIL sens	TRPM1 prom inh	CF NFkB inh	Shn3 inh set2	Peg3 promoter	NR2E3 ag-1	TWEAK-Fn14 inh	NR2E3 ag-2	HIF-2a inh
CCCC(=O)Nc1nnc(-c2ccco2)s1
 : 10	-10	6	-61	2	-40	-135	-11	4	-1	-126
O=C(OCC(=O)N1CCN(S(=O)(=O)c2ccc(Cl)cc2)CC1)c1ccc([N+](=O)[O-])o1
 : -5	7	-2	20	-6	-3	19	-20	1	0	6
O=C(CCn1nnc2ccccc21)NNC(=O)C1CCCCC1
 : -13	8	-3	-5	3	-1	12	1	-7	0	13

# Continuation.
SMILES,KKLEB tox,TROY signal inh,C8 TRAIL sens,TRPM1 prom inh,CF NFkB inh,Shn3 inh set2,Peg3 promoter,NR2E3 ag-1,TWEAK-Fn14 inh,NR2E3 ag-2,HIF-2a inh
CCCCN(CCCC)Cc1ccc(C(=O)NNC(=O)Nc2ccccc2)o1,1,-21,4,-1,4,-76,8,4,6,0,9
COc1ccc(N(C(C)C(=O)N/N=C/c2ccc(OCC(C)C)cc2)S(C)(=O)=O)cc1 (stereo not drawn),1,16,2,12,-29,11,2,-4,25,4,15
O=C(CSc1ncc(C(F)(F)F)cc1Cl)N1CCN(S(=O)(=O)c2ccccc2)CC1,-7,-4,5,-1,8,7,26,6,1,2,6
O=C(OCc1ccc(COC(=O)c2cccnc2Cl)cc1)c1cccnc1Cl,-19,27,1,-8,18,76,-8,-11,9,4,12
CC1c2cc3c(cc2CCN1CC(=O)Nc1ccccc1)OCCCO3 (stereo not drawn),3,11,-11,7,-11,51,5,5,-1,0,10
C[C@@H]1CN([C@@H](C)CO)C(=O)CCCn2nncc2CO[C@H]1CN(C)Cc1ccc2c(c1)OCCO2,17,-12,-4,/,-13,7,7,-18,-14,/,8
Cc1c(C(=O)NCc2cccc([N+](=O)[O-])c2)sc(=O)n1Cc1cccc(F)c1,-2,-3,-8,/,-2,-5,-1,-14,-26,/,-13
O=C(OCc1cn([C@@H]2CN(Cc3cccs3)[C@@H](c3ccc(Cl)cc3)C[C@H]2O)nn1)c1ccccc1,-8,2,9,/,10,-12,11,-26,18,/,-2
Cc1onc(-c2c(F)cccc2Cl)c1C(=O)NC1CCCCCC1,6,0,4,11,-2,11,6,-42,5,-2,12
CCCc1nnc(NC(=O)CCC(=O)N2CCN(c3nc(C)cc(C)n3)CC2)s1,3,-11,-14,-4,1,-12,-21,10,-8,4,-16
O=C(COC(=O)/C=C/c1cccc(F)c1)Nc1ccc(Cl)cn1,3,-6,-7,-6,10,6,11,-28,-31,1,16
CC(=O)c1ccc2noc(-c3ccc(C)cc3)c2c1,5,-21,2,-10,1,-1,-86,-22,-26,1,-134
CCC(C)NC(=O)C1CCN(S(=O)(=O)c2ccc(OC)cc2)CC1 (stereo not drawn),0,21,-12,12,-12,-6,6,-6,-14,1,15
CC1CC(C)CN(C(=O)C2CCCN(S(=O)(=O)c3cccc4nonc34)C2)C1 (stereo not drawn),4,12,4,-4,1,8,6,-8,-4,3,11
Cc1cc(/C=N/n2cnnc2)c(C)n1-c1ccc(Cl)cc1,-8,-25,0,9,21,-1,6,1,3,3,4
Cc1cc(C(=O)N2CCCC(C(=O)c3ccc(Oc4ccccc4)cc3)C2)n[nH]1 (stereo not drawn),-28,29,21,10,9,16,14,-5,17,/,16
O=C(c1ccc2c(c1)OCO2)c1ccc[nH]1,0,-16,1,/,-12,3,-56,-25,-20,/,-53
COc1ccc(C(=O)Nc2ccc3c(c2)nc(CN2CCN(C(C)=O)CC2)n3C)cc1,2,-29,3,-5,6,-5,-22,-10,11,2,-20
Cc1ccc(S(=O)(=O)CCC(=O)Nc2nc(-c3ccncc3)cs2)cc1,-8,25,6,-2,26,22,30,-4,1,1,5
O=C(COC(=O)c1cccs1)Nc1cc(S(=O)(=O)N2CCOCC2)ccc1Cl,10,11,-32,-2,-5,-17,3,15,3,1,21
CN(c1ccccc1C(=O)Nc1ccccc1C(=O)NCc1ccco1)S(C)(=O)=O,9,-23,-7,-1,11,5,2,-9,11,2,10
Clc1ccc(SCc2cn3ccccc3n2)cc1,-4,-24,8,-90,0,-115,-244,-78,-45,0,-277
CCCOc1ccc(S(=O)(=O)NCCCN2CCOCC2)c2ccccc12,16,-11,10,4,6,6,20,-5,17,1,11
CCN(CC)S(=O)(=O)c1ccc(O)c(NS(=O)(=O)c2ccccc2F)c1,2,2,1,4,10,-13,16,-17,-20,-1,14
CN(C)C(CNC(=O)c1ccc(S(=O)(=O)Nc2cccc(C(F)(F)F)c2)cc1)c1ccco1 (stereo not drawn),2,-11,-1,15,6,6,3,-21,10,3,0
SMILES,KKLEB tox,TROY signal inh,C8 TRAIL sens,TRPM1 prom inh,CF NFkB inh,Shn3 inh set2,Peg3 promoter,NR2E3 ag-1,TWEAK-Fn14 inh,NR2E3 ag-2,HIF-2a inh
CCNC(=O)C1CC(=O)N(c2ccc(Br)cc2)C1 (stereo not drawn),-1,-26,-2,-7,2,-1,-12,-23,-16,-1,-5
CC(C)C(NS(=O)(=O)c1cccc2nsnc12)C(=O)NC1CCCCC1C (stereo not drawn),-7,-5,-12,0,13,-3,7,14,4,-4,14
O=[N+]([O-])c1cccc2c(S(=O)(=O)N3CCOCC3)cccc12,0,13,5,-1,6,-6,27,2,-7,4,20
COc1ccc(CCNC(=O)CN(c2ccc(C)cc2)S(=O)(=O)c2c(C)noc2C)cc1OC,8,0,-9,5,-12,7,-8,-15,5,4,3
CNC(=O)c1c(NC(=O)c2cccc(N3C(=O)CCC3=O)c2)sc2c1CCCC2,11,30,11,11,-7,-7,-12,-15,-9,-1,-8
COC(=O)[C@@]1(Cc2ccccc2)[C@H]2C(=O)N(Cc3ccccc3)C(=O)[C@H]2[C@H]2CN=C(SCc3ccccc3)N21,6,-1,3,6,26,34,19,-42,12,/,9
CC1(OC(=O)C2CCCC2)C(=O)C=C2C=C(c3ccsc3)N(Cc3ccccc3)C=C2C1=O (stereo not drawn),9,6,-3,5,7,16,1,-17,11,0,10
Clc1ccc(CNc2nnnn2-c2ccccc2)c(Cl)c1,2,4,4,-1,14,17,22,12,36,5,4
O=C(N/C(=C\c1ccccc1)C(=O)N1CCCCC1)c1ccc(Br)o1,2,8,-5,18,5,17,-9,8,12,0,8
Cc1cc(=O)oc2cc(OCC(=O)N(C)C3CCS(=O)(=O)C3)c(Cl)cc12 (stereo not drawn),2,-3,6,-1,-9,-4,15,5,1,1,1
